# Screens: PubChem BioAssay, National Center for Advancing Translational Sciences (NCATS)
# DRD3 antagonist: antagonists of human D3 dopamine receptor. D3R cells, DiscoveRx beta-arrestin luminescence, antagonist mode; hits give low values. P35462. hit rate 2.5% among 360,000. max response, negative = inhibition, %; in the data active = max response below about -50%; inconclusive = no clear call, values can overlap the other calls; note: % is set by controls: 0 for no effect and ±100 for the full control effect; mostly tested at two doses, the higher about 12 µM
# Target sequence (P35462 whole entry, looked up): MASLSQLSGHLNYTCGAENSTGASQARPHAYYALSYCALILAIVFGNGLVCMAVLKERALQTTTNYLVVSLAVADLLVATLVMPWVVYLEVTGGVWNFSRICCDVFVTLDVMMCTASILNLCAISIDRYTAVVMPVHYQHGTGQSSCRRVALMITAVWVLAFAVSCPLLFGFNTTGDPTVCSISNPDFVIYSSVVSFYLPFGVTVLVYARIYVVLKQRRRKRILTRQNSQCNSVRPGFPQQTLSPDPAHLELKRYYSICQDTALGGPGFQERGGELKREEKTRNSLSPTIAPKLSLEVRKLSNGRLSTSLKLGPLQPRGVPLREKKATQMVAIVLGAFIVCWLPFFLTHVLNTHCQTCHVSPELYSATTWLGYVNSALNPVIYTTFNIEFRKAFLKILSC
#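 Cells expressing the human receptor were seeded at 1500 cells/well, incubated overnight at 37 degrees C in 5% CO2, then exposed to library compounds with dopamine controls for 90 minutes at 37 degrees C before luminescent detection.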
# EPAC2 agonist: EPAC2 (human) agonism | Q8WZA2 | EPAC2 activation, biochemical qHTS; response scale: 100% = 6.5 mM cAMP response | Potency, µM (series often up to 154 µM), without a hit: at the top dose activation, hits mostly activators | hit rate 0.079% among 360,000; note: potency is the fitted concentration of half-maximal effect; nearly all actives have a fitted effect of over 50% in size
#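 Readout is BODIPY fluorescence (480 nm excitation, 540 nm emission), which falls as labeled GDP is exchanged off Rap1B. EPAC2 at 100 nM acted on 250 nM RAP1B-BODIPY-GDP with 50 uM GDP present.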
# TDP-43 yeast inh: TDP-43 toxicity inhibition in yeast; TDP-43 expressing yeast growth rescue, BacTiter-Glo, 24 h; Potency, µM (top dose mostly 46.1 µM), for inactives: top-dose growth rescue (activation), usual class: activators; hit rate 1.8% among 410,000; note: potency is the fitted concentration of half-maximal effect; % of control where 0% means no effect; nearly all actives have a fitted effect of over 50% in size
#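 In this qHTS, compounds that restore growth of yeast expressing TDP-43 appear as activators. Cells (OD600=0.02, galactose medium, raffinose-pregrown) are incubated with compound 24 hr at 30 deg C and growth is quantified by BacTiter-Glo.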
# DRD3 agonist: D3 dopamine receptor (human) agonism; AID 652048; max activation, %; hit rate 0.58% among 410,000; D3R DiscoveRx beta-arrestin cells, luminescence, 90 min; in the data active = max activation above about 30%; note: 0% is about no effect; mostly tested at two doses, the higher about 12 µM
#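 Agonist mode: compounds and dopamine controls were applied to plated cells for 90 min at 37 degrees C after an overnight attachment at 1500 cells/well. Luminescent read-out followed 30 - 60 minutes at room temperature with DiscoveRx detection reagent.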
# FUS yeast rescue: rescues growth of FUS-expressing yeast; S. cerevisiae FUS-expressing, growth rescue, OD600, 24 h; Potency, µM (titrated, usually from 76.6 µM), inactives show top-dose growth rescue (activation), most hits filed as activators; hit rate 0.24% among 390,000; AID 1347120;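 note: potency is the fitted concentration of half-maximal effect; plate controls were DMSO vehicle for no effect and reference control for full effect; nearly all actives have a fitted effect of over 55% in size; some results filed as inactive show a strong effect at the top dose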
#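 Cultures pregrown in 2.5% raffinose medium are shifted to minimal medium containing 2% galactose to express toxic FUS. Compounds are tested at several concentrations. After 24hr at 30C, growth is quantified at 600 nm absorbance.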
# aSyn yeast inh: inhibitors of alpha-synuclein toxicity in yeast | Potency, µM (top dose mostly 46.1 µM), inactives show at the highest dose growth rescue (activation), hits mostly activators | hit rate 0.14% among 370,000 | Yeast expressing alpha-synuclein, growth rescue, BacTiter-Glo, 24 h; note: potency is the fitted concentration of half-maximal effect; % of control where 0% means no effect; nearly all actives have a fitted effect of over 65% in size
#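 Rescue of yeast growth: cells expressing toxic alpha-synuclein, induced in galactose at OD600 0.02, incubated with compound 24 h at 30 C. ATP luminescence quantified growth; inhibitors of toxicity appear as activators.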
# Abeta yeast res: compounds reversing amyloid beta toxicity in yeast; yeast expressing A-beta42, growth rescue, OD600, 48 h; response scale: 0% DMSO, 100% iron-clioquinol control; Potency, µM (titrated, usually from 46.1 µM), without a hit: top-dose growth rescue, usual class: activators; hit rate 0.063% among 410,000; note: potency is the fitted concentration of half-maximal effect; nearly all actives have a fitted effect of over 55% in size
#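 Yeast A-beta toxicity model in growth medium with pinned compounds, 48 h at 30 C; growth read as absorbance at 600 nm. Normalized to FeCl3/clioquinol equimolar mix (positive) and DMSO (negative).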
# EPAC2 antagonist: blocks human EPAC2 exchange factor. Potency, µM (doses to about 114 µM), inactives show top-dose activity, negative = inhibition, actives largely listed as inhibitors. hit rate 0.18% among 360,000. EPAC2 GEF exchange of Rap1B-BODIPY-GDP, fluorescence. Q8WZA2; note: potency is the fitted concentration of half-maximal effect; % is set by controls: 0 for no effect and ±100 for the full control effect; nearly all actives have a fitted effect of over 45% in size; many of its hits are not listed in these tables
# * hit, by the source's call; ? = inconclusive; . = no result given; & = joins results of further samples; [ ] = dose if it differs, or a comment. Unless noted, calls come from the whole dose curve; as a rule, active = well fitted curve in the direction sought with a large enough effect; inconclusive = small, poorly fitted or top-dose-only effect, or another doubt; inactive = no such curve, though single readings can be large; an effect the other way counts as inactive or inconclusive.
SMILES,DRD3 antagonist,EPAC2 agonist,TDP-43 yeast inh,DRD3 agonist,FUS yeast rescue,aSyn yeast inh,Abeta yeast res,EPAC2 antagonist
CCN(C[C@H]1N[C@@](CC)(C(=O)OC)[C@H]2C(=O)N(Cc3ccccc3)C(=O)[C@@H]12)C(=O)COC,0,3%,3%,10,-27%,-7%,-11%,5%
CCCCC#Cc1cncc(C(=O)N/N=C/c2ccccc2)c1,24,4%,1%,-3,24%,-6%,-1%,-14%
O=C1N(Cc2cccnc2)C[C@@H]2C[C@@H](c3cccc(OCc4ccccc4)c3)N3CCC[C@@]123,-4,4%,-33%[inhibitor],-8,27%,1%,-15%,5%
CC1(C)CC(=O)C=C(NC2=CC3OC(c4ccccc4)OCC3OC2=O)C1 (stereo unspecified),-54*,-9%,13µM*,-4,.,13µM*,-28%,4%
O=[N+]([O-])c1ccc(N2CCOCC2)cc1,-7,2%,12%,3,-8%,-14%,-6%,6%
Cc1nn(C2CCS(=O)(=O)C2)c(C)c1CN(C)C(=O)c1ccccc1 (stereo unspecified),-29,-3%,2%,0,-26%,1%,-11%,0%
CNc1nc(N/N=C/c2ccc([N+](=O)[O-])cc2)nc(Nc2ccccc2)n1,7,2%,25%,-1,.,5%,-2%,-3%
O=C(Nc1ccn(CCCNCCCN2CCCC2=O)c(=O)n1)OCc1ccccc1,-12,3%,-6%,16,-21%,-1%,-4%,5%
CN(C)CCCNC(=O)c1cccc(-c2cnc3cccnn23)c1,5,5%,12%,5,-21%,-8%,-19%,22%
CC(C)CC(=O)c1c[nH]c(C(=O)NCCCN2CCOCC2)c1,-22,-4%,-17%,-14,12%,-3%,8%,5%
CCOc1ccc(S(=O)(=O)NCCc2cn3ccccc3n2)cc1,-15,8%,2%,1,.,-7%,-13%,-10%
COC(=O)c1cn(C)c2ccc(S(=O)(=O)N3CC(C)CC(C)C3)cc2c1=O (stereo unspecified),-10,-1%,-9%,0,13%,-1%,2%,7%
COc1ccc(C(=O)N(CN2CCCC2=O)c2ccc(C)cc2)cc1,48,5%,-6%,1,0%,.,10%,-1%
CC(C)(C)NC(=O)CN(C(=O)CS(=O)CC(=O)Nc1ccc(F)cc1)c1ccc(F)c(Cl)c1 (stereo unspecified),8,-7%,-13%,3,28%,0%,6%,-1%
CSc1ccccc1OCc1cc(C(=O)N2CCSCC2)no1,-21,13%,14%,-10,26%,8%,18%,-5%

# Some of the entries so far, with two lines to a compound.
# The line under a structure holds: DRD3 antagonist	EPAC2 agonist	TDP-43 yeast inh	DRD3 agonist	FUS yeast rescue	aSyn yeast inh	Abeta yeast res	EPAC2 antagonist
CC(C)CC(=O)c1c[nH]c(C(=O)NCCCN2CCOCC2)c1
  -22	-4%	-17%	-14	12%	-3%	8%	5%
CCOc1ccc(S(=O)(=O)NCCc2cn3ccccc3n2)cc1
  -15	8%	2%	1	.	-7%	-13%	-10%

# Exported with two lines to a compound: 4 of the compounds above.
# Values run as follows: DRD3 antagonist, EPAC2 agonist, TDP-43 yeast inh, DRD3 agonist, FUS yeast rescue, aSyn yeast inh, Abeta yeast res, EPAC2 antagonist
O=[N+]([O-])c1ccc(N2CCOCC2)cc1
 : -7, 2%, 12%, 3, -8%, -14%, -6%, 6%
Cc1nn(C2CCS(=O)(=O)C2)c(C)c1CN(C)C(=O)c1ccccc1 (stereo unspecified)
 : -29, -3%, 2%, 0, -26%, 1%, -11%, 0%
CNc1nc(N/N=C/c2ccc([N+](=O)[O-])cc2)nc(Nc2ccccc2)n1
 : 7, 2%, 25%, -1, ., 5%, -2%, -3%
O=C(Nc1ccn(CCCNCCCN2CCCC2=O)c(=O)n1)OCc1ccccc1
 : -12, 3%, -6%, 16, -21%, -1%, -4%, 5%

# Next section.
SMILES,DRD3 antagonist,EPAC2 agonist,TDP-43 yeast inh,DRD3 agonist,FUS yeast rescue,aSyn yeast inh,Abeta yeast res,EPAC2 antagonist
CCn1c(SCC(=O)c2ccc(C)cc2)nnc1-c1ccncc1,13,-1%,-11%,7,12%,1%,13%,7%
CCC1=Nc2cc(C(=O)NCCc3ccc(OC)c(OC)c3)ccc2Sc2ccccc21,.,.,14%,1,?,.,6%,.
COc1cccc(CN(Cc2ccco2)c2cnc(S(C)(=O)=O)nc2C(=O)Nc2cccc(Cl)c2C)c1,.,.,10%,3,39%,.,-8%,.
COc1cc2[nH]c(=O)n(CCCCCC(=O)N3CCN(c4cccc(C(F)(F)F)c4)CC3)c(=O)c2cc1OC,.,.,0%,6,31%,.,-6%,.
CCOC(=O)c1ccccc1NC(=O)c1ccc2nccnc2c1,15,1%,25%,5,6%,2%,-11%,2%
CCn1nc(C(=O)OCC(=O)Nc2ncc(Cl)c(C)c2Cl)c2ccccc2c1=O,4,5%,5%,-6,.,2%,10%,2%
O=C(C[n+]1ccccc1)Nc1ccc(Oc2ccccc2)cc1,-22,-5%,-21%,-9,16%,-1%,-10%,5%
Cc1nc(CN(C)C(=O)c2ccccc2OC2CCN(S(C)(=O)=O)CC2)cs1,-16,8%,5%,-3,20%,2%,-6%,4%
O=C(O)c1cc(-c2cccnc2)nc2ccc(Br)cc12,-7,-4%,0%,-2,-33%,-6%,-8%,12%
CCCSC1=C(C#N)C(c2ccc(Cl)cc2Cl)CC(=O)N1 (stereo unspecified),-6,-2%,27%,7,10%,-4%,29%,5%
COCCCNC(=O)CC1C[C@H](C(=O)N2CCOCC2)[C@@]2(CCC3CCCC3)c3[nH]c4ccc(OC)cc4c3CCN2C1=O (stereo partly specified),-7,2%,-3%,9,6%,2%,-7%,-7%
Cc1cccc2cc(CN(CCN3CCOCC3)C(=O)Nc3ccccc3F)c(=O)[nH]c12,-18,5%,12%,4,2%,-1%,9%,2%
COc1ccc(CSc2nnc(C)n2N)cc1Br,0,2%,-12%,-6,-10%,-4%,-8%,10%
O=C(COC(=O)c1cc(Br)ccc1O)NC1CCCCCC1,-11,-1%,22%,1,-13%,-1%,4%,-1%
Cc1cccc(-c2nnn3c2nc(NCc2ccc4c(c2)OCO4)c2ccccc23)c1,.,.,-4%,3,5%,.,-5%,.

# 5 compounds from above with just TDP-43 yeast inh and Abeta yeast res.
compound	TDP-43 yeast inh	Abeta yeast res
O=C(C[n+]1ccccc1)Nc1ccc(Oc2ccccc2)cc1	-21%	-10%
Cc1nc(CN(C)C(=O)c2ccccc2OC2CCN(S(C)(=O)=O)CC2)cs1	5%	-6%
O=C(O)c1cc(-c2cccnc2)nc2ccc(Br)cc12	0%	-8%
CCCSC1=C(C#N)C(c2ccc(Cl)cc2Cl)CC(=O)N1 (stereo unspecified)	27%	29%
COCCCNC(=O)CC1C[C@H](C(=O)N2CCOCC2)[C@@]2(CCC3CCCC3)c3[nH]c4ccc(OC)cc4c3CCN2C1=O (stereo partly specified)	-3%	-7%

# Individual results from the results shown.
# Under FUS yeast rescue, COc1ccc(CSc2nnc(C)n2N)cc1Br is listed with -10%
# Under DRD3 antagonist, COCCCNC(=O)CC1C[C@H](C(=O)N2CCOCC2)[C@@]2(CCC3CCCC3)c3[nH]c4ccc(OC)cc4c3CCN2C1=O (stereo partly specified) is listed with -7
# Under Abeta yeast res, COc1cc2[nH]c(=O)n(CCCCCC(=O)N3CCN(c4cccc(C(F)(F)F)c4)CC3)c(=O)c2cc1OC is listed with -6%
# Under DRD3 antagonist, O=C(O)c1cc(-c2cccnc2)nc2ccc(Br)cc12 is listed with -7
# Under DRD3 antagonist, Cc1cccc2cc(CN(CCN3CCOCC3)C(=O)Nc3ccccc3F)c(=O)[nH]c12 is listed with -18

# The list continues:
SMILES,DRD3 antagonist,EPAC2 agonist,TDP-43 yeast inh,DRD3 agonist,FUS yeast rescue,aSyn yeast inh,Abeta yeast res,EPAC2 antagonist
CCC(=O)NCC(c1ccc2c(c1)OCO2)N1CCN(c2ccccc2)CC1 (stereo unspecified),.,.,-3%,-21,15%,.,10%,.
CCOC(=O)CNc1nc2ccccc2n2c(C)nnc12,2,-3%,-3%[9.22 µM],1&-8,23%&4%,-5%,-14%&-13%,-6%
Cc1ccc(C)c(N2C(=O)N(Cc3cccc(C(F)(F)F)c3)c3ccccc3S2(=O)=O)c1,.,.,25%,1,36%,.,8%,.
CCCCc1cc(=O)oc2c(CN3CCCC3)c(O)ccc12,2,-5%,14%,1,17%,4%,29%,2%
Cc1ccc(NC(=O)C(C)c2ccc(-c3ccccc3)c(F)c2)cc1 (stereo unspecified),46,17%,14%,4,10%,0%,15%,-8%
Cc1ccc(S(=O)(=O)CCC(=O)N2CCc3ccccc32)cc1,3,3%,?,-5,.,17%,-10%,0%
Cc1ccc(NC(=O)C2(C)CCN2CCc2ccccc2)cc1O (stereo unspecified),24,-5%,3%,10,-32%,3%,-3%,9%
O=C(CCCN1C(=O)/C(=C\c2cccs2)SC1=S)Nc1cccnc1,1,-6%,13%,-3,.,1%,9%,5%
COc1ccccc1NC(=O)/C=C\C(=O)O,7,7%,14%,0,-5%,2%,8%,4%
O=C(NNCc1ccccc1)c1ccccc1,2,11%,-14%,8,-5%,8%,6%,-14%
COc1cccc(NC(=S)N2C3CCCC2CC(NC(=O)C2CC2)C3)c1 (stereo unspecified),-5,10%,0%,-2,9%,-2%,17%,5%
COc1ccc(N(C(=O)CNC(=O)c2ccco2)C(C(=O)NCC2CCCO2)c2ccccc2)cc1 (stereo unspecified),-5,9%,-10%,20,31%,-5%,-14%,2%
CCC(Sc1nc2ncccc2[nH]1)C(=O)N1CCOCC1 (stereo unspecified),-7,1%,13%,3,-14%,-1%,19%,6%
CC(=O)N(c1ccc(C(C)C)cc1)C1C=CS(=O)(=O)C1 (stereo unspecified),33,26%,16%,0,-14%,2%,5%,6%
CCc1nc2c(OCc3ccc(C(F)(F)F)cc3)cccn2c1N(C)C(=O)c1ccc(C)cc1,-66*,-6%,19%,-14,?,?,-39%[inhibitor],16µM*
COc1cc(-c2ncc3ccccn23)cc(OC)c1OC,7,5%,-9%,8,.,-1%,-6%,2%
O=C(O)c1ccc(NC(=O)c2ccccc2NC(=O)c2ccccc2Cl)cc1,7,10%,6%,-2,-4%,-8%,13%,14%
Cc1ccc(S(=O)(=O)N2c3ccccc3OC(C(=O)OC(C)(C)C)(C(=O)OC(C)(C)C)C2CC(=O)c2ccccc2)cc1 (stereo unspecified),-10,3%,10%,-10,39%,7%,5%,2%

# Some of the compounds tested. The share of hits here may be higher or lower than overall.
